Compound activity as filed in PubChem BioAssay.
Wee1 degr inh: blocks degradation of human Wee1 kinase | HeLa Luc-Wee1K328M stability, luciferase luminescence; 100% = proteasome inhibitor MG132 effect | hit rate 1.2% among 220,000 | reporter increase, % at 5 µM;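 active = activation above the mean of all tested compounds plus 3 SD, set per screening run, cut at about 8.8% in these data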;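 also: cells exposed to compound for 20 h before luminescence read; 0% = DMSO alone and 100% = MG132 at 30 µM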
zfTRPN1 agonist: agonists of zebrafish TRPN1 channel | HEK293 zebrafish TRPN1-YFP, Fluo-8 calcium fluorescence; 100% = response to 87 µM carbachol | activation, % at 3 µM | hit rate 0.18% among 220,000 | AID 1424;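 active = activation above its plate's cutoff, the mean activation of test wells on that plate plus 3 SD, cut at about 19% in these data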;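 also: 0% = DMSO alone and 100% = 87 µM carbachol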
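Material: zebrafish TRPN1-YFP in HEK293 cells. Doses: one dose of 3 µM, 0.3% DMSO. Incubation: dye 1 h 37 °C plus 30 min RT. Measured by: intracellular calcium fluorescence with Fluo-8.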
PPC-1+TRAIL kill: kills PPC-1 cancer cells in the presence of TRAIL | AID 1443 | cell killing (% activity), % at 4 µM | PPC-1 cells + TRAIL, ATPLite viability luminescence | hit rate 0.41% among 220,000;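 active = cell killing above 50% in the first pass at 4 µM, then a duplicate retest at 5 µM averaging 50% or more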;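 also: plate controls were cells with TRAIL plus DMSO for no effect and medium-only wells lacking cells for full effect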
RBBP9 inhibitor: blocks human serine hydrolase RBBP9; hit rate 0.2% among 220,000; inhibition, % at 7.94 µM; recombinant RBBP9, FP-Rh probe fluorescence polarization; O75884;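 active = inhibition above the campaign mean of all tested compounds plus 3 SD, cut at about 14% in these data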;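 also: plate controls were DMSO wells with RBBP9 for no effect and wells lacking RBBP9 protein for full effect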
Target sequence (O75884 whole entry, looked up): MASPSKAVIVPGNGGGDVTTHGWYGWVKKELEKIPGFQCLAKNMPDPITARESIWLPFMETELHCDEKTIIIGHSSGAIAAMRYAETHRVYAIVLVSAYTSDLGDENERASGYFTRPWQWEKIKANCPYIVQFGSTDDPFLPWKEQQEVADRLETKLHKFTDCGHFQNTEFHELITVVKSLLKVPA
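Assay system: recombinant human RBBP9; Reagent: Serine-hydrolase probe FP-Rh, 375 nM pre-mixing; Doses: 7.94 µM single dose, 0.794% DMSO; Incubation: 30 min then 45 min, 25 °C; Detection: fluorescence polarization (mP), excitation 525 nm, emission 598 nm; Evaluation: percent inhibition from mP, scaled between DMSO and no-protein wells.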
BaF3 tox: counter-screen for JAK2V617F inhibitors: parental Ba/F3 viability inhibitors; inhibition, % at 5.6 µM; AID 1486; hit rate 1.1% among 220,000; CellTiter-Glo ATP luminescence;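 active = inhibition above a per-campaign cutoff, the mean inhibition of all tested compounds plus 3 SD, cut at about 27% in these data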;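 also: 0% = DMSO wells and 100% = JAK Inhibitor I control wells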
TNF necrop inh: blocks TNF-alpha induced death of Jurkat FADD-/- cells; Jurkat FADD-/- TNF necroptosis rescue, ATP luminescence, 24 h; 0 = TNF only, 100 = no-TNF cells; activation (protection from cell death), % at 10 µM; hit rate 0.068% among 220,000; AID 463075;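 active = activation, meaning protection from cell death, of at least 50% relative to plate controls; inactive = activation below 50%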;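 also: necroptosis triggered by 40 ng/mL TNF-alpha added together with compound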
CHOP inhibitor: CHOP inhibition in unfolded protein response; CHO-K1 CHOP-promoter luciferase, tunicamycin-induced, 15-18 h; inhibition, % at 10 µM; hit rate 3.8% among 220,000;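 active = compounds that reduced the stress-induced luciferase reporter signal by more than about 70% of percent inhibition, limit read from the data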;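 also: 0% = tunicamycin plus vehicle and 100% = wells without tunicamycin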
TRPML3 ag: activates the human TRPML3 channel; hit rate 0.29% among 220,000; HEK293 TRPML3-YFP, Fluo-8 calcium fluorescence; 100% = the carbachol control signal; activation, % at 3 µM; AID 1448;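 active = activation above its plate's cutoff, the mean activation of the plate's test wells plus 3 SD, cut at about 12% in these data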;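 also: 0% = DMSO only wells and 100% = carbachol wells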
Target sequence (Q8TDD5 whole entry, looked up): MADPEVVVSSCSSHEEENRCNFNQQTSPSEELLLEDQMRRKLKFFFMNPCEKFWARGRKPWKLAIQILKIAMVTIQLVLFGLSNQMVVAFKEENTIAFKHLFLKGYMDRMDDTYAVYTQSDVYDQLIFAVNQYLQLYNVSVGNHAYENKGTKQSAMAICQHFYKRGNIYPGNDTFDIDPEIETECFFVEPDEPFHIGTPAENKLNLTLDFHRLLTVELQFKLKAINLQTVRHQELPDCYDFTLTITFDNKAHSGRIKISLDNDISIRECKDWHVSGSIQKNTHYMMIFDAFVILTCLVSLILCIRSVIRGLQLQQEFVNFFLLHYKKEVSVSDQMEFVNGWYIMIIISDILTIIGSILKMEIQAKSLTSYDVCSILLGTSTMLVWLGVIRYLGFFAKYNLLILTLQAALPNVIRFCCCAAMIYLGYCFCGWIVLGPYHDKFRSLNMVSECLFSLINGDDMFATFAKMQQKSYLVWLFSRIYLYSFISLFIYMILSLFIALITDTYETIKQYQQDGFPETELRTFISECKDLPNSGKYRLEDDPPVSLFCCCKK
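Material: TRPML3-YFP stable HEK293 cells | Dosing: One concentration, 3 µM nominal, 0.3% DMSO | Timing: 125 s total fluorescence read per well | Technique: Fluo-8 calcium dye fluorescence, ex 470-495, em 515-575 nm | Measure: Percent activation from peak-to-basal fluorescence ratio, scaled between DMSO and carbachol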
Ba/F3 V617F tox: loss of viability in JAK2V617F-driven Ba/F3 cells | Ba/F3 EpoR-JAK2V617F viability, ATP luminescence | inhibition, % at 5.6 µM | hit rate 1.1% among 220,000;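 active = inhibition above the campaign mean plus 3 SD over all tested compounds, cut at about 24% in these data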;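 also: cytokine-independent growth of Ba/F3 cells driven by EpoR plus mutant JAK2; 0% = DMSO-treated cells and 100% = JAK inhibitor I control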
Active calls of the source: *; . = no result given.

SMILES | Wee1 degr inh | zfTRPN1 agonist | PPC-1+TRAIL kill | RBBP9 inhibitor | BaF3 tox | TNF necrop inh | CHOP inhibitor | TRPML3 ag | Ba/F3 V617F tox
CC(=O)Nc1ccc(N=Cc2nc(-c3ccc(C)cc3)oc2O)cc1 | 2 | 1.5 | 21 | -7 | 2 | -4.6 | 47 | 0.1 | 3
CCCCNC(=O)c1onc(CSc2ccc(F)c(F)c2)c1C(=O)O | -1 | 0.1 | 14 | -1 | -1 | -2.1 | 6 | -0.3 | -4
CC(C)(C)NC(=O)C(=O)N/N=C/c1ccc(Br)cc1 | 0 | 0.3 | 6 | -2 | -2 | -3.1 | 16 | 0.7 | -3
COc1ccc(/C(=N\Nc2ccccc2C(=O)O)c2ccccc2)cc1 | -1 | -0.1 | 12 | -1 | 7 | 0.3 | 2 | -0.8 | 2
O=C(CCn1c(=O)oc2ccccc21)N(Cc1ccccc1)c1ccccc1 | 2 | 0.0 | 6 | -2 | 3 | -0.8 | 27 | 0.0 | 0
Cc1ccc(NC(=O)CSCC#N)cc1Cl | 3 | 0.9 | 15 | 7 | 6 | 30 | -6 | 1.4 | -2
CCOc1ccc(-n2c(=O)cc(N3CCN(c4ccccc4)CC3)[nH]c2=O)cc1 | 1 | 0.8 | -1 | 7 | 5 | -0.2 | 50 | 0.7 | -1
CCOc1ncccc1C(=O)Nc1ncc(C)s1 | -3 | 0.7 | 14 | -3 | -3 | -0.2 | -5 | 0.3 | -3
COC(=O)CSc1nsc(SCC(=O)OC)n1 | 3 | 1.1 | 3 | -3 | -2 | 0.5 | 10 | 0.7 | -4
Cc1cc(/C=C2\SC(=S)N(Cc3ccco3)C2=O)c(C)n1-c1cccnc1 | 1 | 2.2 | 18 | -7 | 0 | -13 | 50 | 1.3 | 0
CCOC(=O)N1CCC(NS(=O)(=O)c2ccccc2)CC1 | 3 | 1.5 | 8 | -5 | -2 | 0.9 | -3 | -0.5 | 4
CCCOc1nc2c(c(=O)n(C)c(=O)n2C)n1CC | -1 | 0.9 | 18 | -5 | 3 | -0.9 | . | 0.3 | -4
NCCNc1cc(N2CCCC2)ccc1[N+](=O)[O-] | 1 | -2.5 | 0 | -8 | -1 | 4.5 | -10 | -0.4 | -1
Cc1ccc(C)c(N(C(=O)CCC(=O)Nc2cc(C)on2)C(C(=O)NC2CCCC2)c2ccco2)c1 (centres undefined) | -3 | -0.6 | 8 | -3 | 2 | -9.0 | 28 | 0.1 | -2
COCc1cc(C)nc(SC)c1C#N | 0 | 1.9 | -2 | -10 | 2 | 0.4 | 20 | 1.3 | -1
CC(C)(CO)NC(=O)CCCOc1ccc(Cl)cc1Cl | -1 | 0.5 | 13 | -5 | 0 | -1.4 | 53 | -0.1 | 1
NCCCCCC(=O)N/N=C/c1coc2ccccc2c1=O | 3 | 0.7 | 4 | -11 | 0 | 0.4 | 12 | 0.6 | -2
CCC/C=N/NC(=O)c1cc(-c2ccccc2)nc2ccccc12 | 3 | 2.1 | 8 | 7 | 4 | 3.6 | 6 | 0.8 | -2
CCN1CCCC1CNS(=O)(=O)c1ccc(C(=O)Nc2ccccc2)cc1 (centres undefined) | 3 | 1.3 | -3 | -1 | 3 | 0.2 | 9 | 0.9 | 2
O=C(O)CSc1nnc(COc2cccc3ccccc23)n1Cc1ccccc1 | -1 | -1.0 | 20 | -2 | -1 | -0.1 | 7 | 0.6 | -4
c1ccc(-c2csc(N3CCOCC3)n2)cc1 | 4 | -0.5 | 1 | -12 | 3 | 1.6 | -3 | 0.2 | -1
COc1ccc(-n2c(COc3ccc(C)cc3)nnc2SCC(N)=O)cc1 | -2 | 1.2 | -7 | -5 | 2 | -0.3 | -24 | 1.0 | 2
CCOC(=O)c1cccc(-n2c(C)nc3ccccc3c2=O)c1 | -1 | -0.4 | 6 | -4 | -2 | -0.4 | 9 | 0.7 | -6
COC(=O)[C@H](CCSC)NC(=O)Nc1cc(OC)cc(OC)c1 | -1 | -1.7 | 31 | -5 | 4 | -0.1 | 2 | 0.3 | 0
O=c1[nH]n(-c2ncnc3c2cnn3-c2ccccc2)c(=O)c2ccccc12 | -1 | 0.1 | 6 | -6 | 7 | 1.2 | -6 | 0.7 | 0
Cn1c(CCNC(=O)c2ccc(F)cc2)nc2ccccc21 | 0 | -0.7 | 18 | 12 | 0 | -0.1 | -4 | -0.3 | -5
CCC(C)(C)NC(=O)C(c1ccccn1)N(C(=O)c1csnn1)c1ccccc1 (centres undefined) | 1 | 0.4 | -21 | -1 | 2 | -0.2 | 3 | 0.1 | 0
COc1ccc(-c2csc3nc(-c4ccccc4OC)oc(=O)c23)cc1 | 1 | 0.7 | 22 | 1 | -2 | 3.3 | -41 | 1.1 | -3
Cc1nn(-c2ccccc2)c(C)c1C(=O)Nc1ccc(N2CCOCC2)cc1 | 3 | 2.1 | 3 | 0 | 8 | 0.4 | 62 | 0.7 | 7
Cc1nc2cc(F)ccc2n1C1CCN(C(=O)c2ccc(F)cc2F)CC1 | -2 | 1.7 | -18 | 0 | 9 | -0.3 | 6 | 2.5 | 4
Cc1ccc(CC2C(=O)N(c3cc(Cl)ccn3)C(=O)C2C)cc1 (centres undefined) | -1 | -0.8 | -17 | 0 | -2 | 2.9 | -5 | -0.4 | -3
COc1ccc(N=C2NC(=O)/C(=C\c3ccco3)S2)cc1 | 2 | -2.0 | 25 | 0 | 4 | -1.9 | -13 | -0.1 | 3
CC(=O)Nc1ccc(CN2CCCCCCC2)cc1 | -5 | 1.2 | 13 | 0 | 1 | -1.2 | 13 | 1.6 | 0
O=C(CCSc1ccccc1)Nc1ccccc1C(=O)N1CCCC1 | -2 | 0.9 | 24 | -4 | 6 | 0.3 | -8 | 0.5 | -7
CCc1nnc(NC(=O)C2CCC(CNc3c(N4CCCCC4)c(=O)c3=O)CC2)s1 (centres undefined) | 3 | -1.5 | 14 | -2 | -1 | 1.4 | -12 | -0.3 | -2
Nc1nc(CSc2nc3ccccc3s2)nc(N2CCOCC2)n1 | 5 | -0.9 | 13 | -2 | 7 | 1.0 | -2 | -0.9 | -4
O=C(c1ccc(F)cc1Cl)N(c1ccccn1)C1CCCCC1 | -2 | -0.4 | 15 | 3 | 12 | -0.1 | 0 | 1.2 | 3
CC1(C)NC(=O)N(CCOCCSc2ccccc2)C1=O | 0 | 1.5 | 9 | 6 | 2 | 0.0 | 13 | 0.2 | 1
Cc1ccc(-n2nnnc2C(Cl)c2nnnn2-c2ccc(C)cc2)cc1 | 1 | -2.2 | 14 | -11 | 3 | -12 | 91* | 3.3 | 1
O=C(O)CSc1cc(C(=O)c2cc(F)ccc2O)cn2c(=O)c3c(-c4ccccc4)csc3nc12 | -2 | -1.2 | 19 | -41 | -1 | -1.3 | 11 | 0.6 | 4
O=C(c1cccc(F)c1)N1CCN=C1SCc1cccnc1 | -3 | 0.1 | 14 | -12 | -3 | 0.3 | 86* | -0.1 | 5
CCc1ccccc1NC(=S)N(Cc1cccnc1)Cc1ccco1 | 7 | -0.5 | -1 | -4 | -1 | 0.2 | 25 | 0.9 | -2
COC(=O)C1=C(C(C)=O)C(c2ccc(C(=O)OC)cc2)n2nnnc2N1 (centres undefined) | -2 | 1.2 | -19 | -10 | 3 | 1.6 | 13 | 1.5 | -2
O=C(NCCNS(=O)(=O)c1ccccc1)N1CCOCC1 | 0 | 1.4 | 8 | -5 | 4 | -1.0 | -8 | 0.4 | -1
O=C(CC1(O)C(=O)Nc2cc(Cl)cc(Cl)c21)c1ccccc1O (centres undefined) | 2 | -0.1 | 11 | -8 | 4 | 0.1 | 17 | 0.5 | -1

2 of these compounds, reformatted.
compound	Wee1 degr inh	zfTRPN1 agonist	PPC-1+TRAIL kill	RBBP9 inhibitor	BaF3 tox	TNF necrop inh	CHOP inhibitor	TRPML3 ag	Ba/F3 V617F tox
O=C(c1cccc(F)c1)N1CCN=C1SCc1cccnc1	-3	0.1	14	-12	-3	0.3	86*	-0.1	5
CCc1ccccc1NC(=S)N(Cc1cccnc1)Cc1ccco1	7	-0.5	-1	-4	-1	0.2	25	0.9	-2

Three of the compounds above, as labelled records:
NCCNc1cc(N2CCCC2)ccc1[N+](=O)[O-]
  Wee1 degr inh: 1	zfTRPN1 agonist: -2.5	PPC-1+TRAIL kill: 0	RBBP9 inhibitor: -8	BaF3 tox: -1	TNF necrop inh: 4.5	CHOP inhibitor: -10	TRPML3 ag: -0.4	Ba/F3 V617F tox: -1

CCOC(=O)c1cccc(-n2c(C)nc3ccccc3c2=O)c1
  Wee1 degr inh: -1	zfTRPN1 agonist: -0.4	PPC-1+TRAIL kill: 6	RBBP9 inhibitor: -4	BaF3 tox: -2	TNF necrop inh: -0.4	CHOP inhibitor: 9	TRPML3 ag: 0.7	Ba/F3 V617F tox: -6

CCOc1ccc(-n2c(=O)cc(N3CCN(c4ccccc4)CC3)[nH]c2=O)cc1
  Wee1 degr inh: 1	zfTRPN1 agonist: 0.8	PPC-1+TRAIL kill: -1	RBBP9 inhibitor: 7	BaF3 tox: 5	TNF necrop inh: -0.2	CHOP inhibitor: 50	TRPML3 ag: 0.7	Ba/F3 V617F tox: -1

Next records follow:
SMILES | Wee1 degr inh | zfTRPN1 agonist | PPC-1+TRAIL kill | RBBP9 inhibitor | BaF3 tox | TNF necrop inh | CHOP inhibitor | TRPML3 ag | Ba/F3 V617F tox
CC(C)n1nnc2ccccc2c1=O | -1 | 0.7 | -14 | -9 | 1 | -0.4 | 14 | 0.3 | -3
O=C(c1ccco1)[C@@H]1[C@@H]2C(=O)N(c3ccc(F)cc3)C(=O)[C@@H]2C2c3ccccc3C=CN21 (some centres undefined) | 1 | 1.0 | -6 | -5 | 2 | -0.8 | 16 | -0.5 | -5
CN(C)/C=C1\SC(=S)N(c2ccc(Br)cc2)C1=O | 2 | -0.4 | 6 | -39 | 3 | -2.2 | 10 | -0.4 | 0
Cc1ccccc1Oc1ncccc1C(=O)/C(C#N)=C/N(C)C | -1 | -0.9 | 15 | -1 | -2 | -1.8 | 10 | 0.3 | -3
COc1cc(Nc2ccc(C)cc2)c([N+](=O)[O-])nc1[N+](=O)[O-] | 1 | -0.7 | 6 | 0 | 0 | -8.0 | -59 | 0.3 | -1
CCCOc1ccc(-c2cnc(SCC(N)=O)nc2N)cc1 | 3 | 0.1 | 19 | -6 | 0 | -1.5 | 46 | 0.8 | -1
O=C1CCc2cc(S(=O)(=O)N3CCC(C(=O)NCCC4=CCCCC4)CC3)ccc2N1 | -1 | 0.9 | 6 | -9 | 2 | 0.1 | -26 | 0.5 | -3
O=C(c1cccs1)N1CCN=C1SCc1cccnc1 | 4 | -0.3 | -2 | 4 | 6 | -1.2 | -1 | 0.4 | -1
Cc1cc(C)n(Cc2ccccc2F)c(=O)c1C#N | 0 | 0.2 | 16 | -7 | 15 | 29 | -8 | 1.5 | 3
O=C(C[n+]1cc(-c2ccc(Br)cc2)n2c1CCCCC2)c1ccccc1 | -1 | 0.4 | 21 | -13 | 49* | -0.5 | -2 | 0.9 | 38*
